ABHD4 inh – ABHD4 (mouse) inhibition, primary FP screen; Q8VD66; purified mABHD4, FP-Rh probe fluorescence polarization; inhibition, % at 8.92 µM; hit rate 0.54% among 370,000; AID 720543;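 active means inhibition exceeding the mean over every tested compound plus 3 SD, cut at about 30% in these data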;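 further: 0% = plate median of compound wells and 100% = S159A mutant with DMSO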
Target sequence (Q8VD66 whole entry, looked up): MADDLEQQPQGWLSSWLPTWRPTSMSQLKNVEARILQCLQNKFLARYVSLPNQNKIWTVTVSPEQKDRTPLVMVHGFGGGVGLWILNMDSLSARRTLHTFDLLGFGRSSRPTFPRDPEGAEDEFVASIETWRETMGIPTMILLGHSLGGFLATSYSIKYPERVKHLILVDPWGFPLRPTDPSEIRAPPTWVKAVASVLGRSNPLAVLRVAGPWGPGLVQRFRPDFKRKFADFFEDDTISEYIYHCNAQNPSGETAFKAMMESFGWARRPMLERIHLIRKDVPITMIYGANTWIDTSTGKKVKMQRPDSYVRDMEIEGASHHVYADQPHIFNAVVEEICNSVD
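system = mouse ABHD4 enzyme, wild type | medium = HEPES pH 7.0, NaCl, Pluronic buffer | also added = FP-Rh probe | incubation = Enzyme–compound pre-incubation 45 min, then probe 60 min, both 25 °C | technique = fluorescence polarization, excitation 525 nm, emission 598 nm, BODIPY TMR filters | controls = S159A mutant high control, sample median low control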
LEDGF integ inh – blocks HIV-1 LEDGF/p75-dependent DNA integration; inhibition, % at 3.7 µM; TR-FRET IN-LEDGF/p75 DNA integration, Eu/Cy5; hit rate 0.64% among 370,000;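 active means inhibition above the screen-wide mean plus 3 SD, cut at about 13% in these data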;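 further: signal is the Cy5 over europium emission ratio at 671 and 618 nm; 0% = plate median of compound wells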
PRMT1 FP inh – inhibitors of human PRMT1; recombinant PRMT1, activity-based probe fluorescence polarization; inhibition, % at 2.79 µM; hit rate 1.3% among 370,000; AID 652257;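 active means inhibition above about 21% made by adding two undisclosed values, limit read from the data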
SIAE inh – inhibitors of human sialic acid acetylesterase SIAE; Q9HAT2; SIAE FP-Rh probe binding, fluorescence polarization; inhibition, % at 9.66 µM; hit rate 0.69% among 370,000;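 active means inhibition above a cutoff: mean of compounds within the control limits plus 3 SD of those, cut at about 17% in these data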;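 further: 0% = plate median of compound wells and 100% = probe without SIAE protein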
HTRA1 inh – HTRA1 (human) protease inhibition | Q92743 | recombinant HTRA1, FP-rhodamine activity-based probe, fluorescence polarization | inhibition, % at 5.96 µM | hit rate 0.5% among 340,000; in the data active means inhibition above about 36%;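 further: 0% = enzyme with DMSO and 100% = wells lacking enzyme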
Tn7 DDE FP – disrupts Tn7 cyclic peptide binding to fibrin D-Dimer-E complex | P02675 | hit rate 0.13% among 370,000 | FP displacement of FITC-Tn7 peptide from fibrin DD(E); 0% = median of compound wells per plate | inhibition, % at 8.3 µM;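 active means inhibition above the mean of compounds falling within the control limits plus 3 SD of them, cut at about 14% in these data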;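 further: 0% = plate median of compound wells and 100% = 10 µM Aha-Tn7 peptide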
Target sequence (P02675 whole entry, looked up): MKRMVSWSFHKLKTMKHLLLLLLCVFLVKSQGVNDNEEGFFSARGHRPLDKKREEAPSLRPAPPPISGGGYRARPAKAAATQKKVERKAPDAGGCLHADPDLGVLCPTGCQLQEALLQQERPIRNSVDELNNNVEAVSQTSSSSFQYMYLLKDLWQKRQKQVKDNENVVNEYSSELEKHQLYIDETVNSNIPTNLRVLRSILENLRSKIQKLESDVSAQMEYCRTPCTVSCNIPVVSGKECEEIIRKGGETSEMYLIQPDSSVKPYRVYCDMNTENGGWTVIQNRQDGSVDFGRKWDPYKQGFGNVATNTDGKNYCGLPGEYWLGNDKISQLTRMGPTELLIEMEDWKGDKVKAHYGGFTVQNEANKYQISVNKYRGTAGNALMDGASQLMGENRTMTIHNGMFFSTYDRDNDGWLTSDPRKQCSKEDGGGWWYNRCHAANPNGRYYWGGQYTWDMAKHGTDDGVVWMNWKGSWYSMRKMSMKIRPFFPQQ
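Assay system: human fibrin DD(E) protein / Input: 2 µM fibrin DD(E) / Benchmarks: high control of 10 µM Aha-Tn7 peptide / Measured by: fluorescence polarization of the labelled Tn7 tracer / Medium: Tris buffer with calcium and detergent, pH 7.8 / Timing: 10 min compound pre-incubation, 3 h probe incubation at room temperature / Repeats: one replicate per compound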
TCR CD3 inh – blocks the human TCR-CD3 interaction; TAMRA-labeled TCR probe fluorescence, biochemical; inhibition, % at 9.4 µM; hit rate 0.37% among 360,000; AID 651800; in the data active means inhibition above about 19%;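 further: recombinant mutant TCR 2C K166C tagged with TAMRA read by polarization; 0% = receptor in buffer alone and 100% = receptor with positive control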
TDP2 absorb – blocks human TDP2 phosphodiesterase activity | O95551 | recombinant TDP2, T5PNP hydrolysis, p-nitrophenol absorbance 415 nm | inhibition, % at 12.8 µM | hit rate 0.34% among 370,000;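 active means inhibition above the mean of all tested compounds plus 3 SD, set per campaign, cut at about 25% in these data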;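 further: 0% = DMSO with enzyme and 100% = buffer with substrate but no TDP2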
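Test system: Human TDP2 enzyme | Reagent: 5 mM T5PNP | Compound dosing: 12.8 µM single point, 1% DMSO | Incubation: Enzyme reaction with compound for 2 h at 37 °C | Technique: p-Nitrophenol epi absorbance | Read-out: % inhibition relative to enzyme-containing and enzyme-free wells | Benchmarks: High control without enzyme, low control DMSO plus TDP2 | Replicates: Singlicate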
PG9 binder – PG9 antibody binding by small molecule; TR-FRET gp120-PG9 antibody binding; inhibition, % at 6.7 µM; hit rate 0.43% among 360,000; AID 624416; in the data active means inhibition above about 8.5%
UHRF1 MBD2 ctr – blocks human UHRF1 binding to methylated DNA. Q96T88. UHRF1 binding to methylated oligo, TR-FRET. inhibition, % at 4.4 µM. hit rate 0.75% among 370,000. AID 687016; in the data active means inhibition above about 21%;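 further: UHRF1 SRA domain binding a hemimethylated CpG hairpin DNA probe; 0% = median of test compound wells and 100% = reference inhibitor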
Active calls of the source: *; . = not tested or not shown. This is a subset; count on the stated rates, not on these rows.

Sequence of screens: ABHD4 inh	LEDGF integ inh	PRMT1 FP inh	SIAE inh	HTRA1 inh	Tn7 DDE FP	TCR CD3 inh	TDP2 absorb	PG9 binder	UHRF1 MBD2 ctr
> Cc1cc(C=O)c(C)n1C1CCCCC1
 : 3.6	-0.3	1.3	1.4	-0.3	6.2	7.4	1.0	0.4	0.2
> C[C@H]1COc2cc(N3CCN(C)CC3)ccc2S(=O)(=O)N1
 : 2.7	-3.0	3.1	0.0	.	2.6	-7.4	4.3	-1.5	-0.9
> COc1ccc(C(=O)C2CCCN(Cc3ccon3)C2)cc1OC (stereo unspecified)
 : 2.4	0.5	2.1	1.4	-4.7	0.6	3.6	-8.3	-3.2	-2.0
> CN1CCN(c2ccc([N+](=O)[O-])c3no[n+]([O-])c23)CC1
 : -5.5	0.7	112.0*	-14.0	-22.7	12.9	1.1	24.6*	-4.3	-26.8
> O=[N+]([O-])c1cnc2ccc3ccccc3c2c1
 : 2.8	-6.4	8.4	2.5	2.5	-1.9	1.1	-16.2	-1.6	-17.2
> O=C1Nc2ccccc2C(c2ccccc2)=NC1O (stereo unspecified)
 : 1.6	3.1	-4.1	-2.5	8.6	2.3	-0.4	15.4	0.5	11.9
> Cc1ccc(/C=C2/Sc3ccc(C(=O)N4CCC5(CC4)OCCO5)cc3NC2=O)cc1
 : 4.3	1.9	6.7	-7.6	-12.2	-7.7	9.1	-7.6	-3.1	2.9
> O=c1c2ccccc2nc(Cc2ccccc2)n1-c1ccccc1
 : -6.8	-1.9	-2.2	4.4	-1.8	-4.0	-3.4	1.0	-0.8	-0.6
> CC[C@@H](CO)C1CC2NC3CC4(c5ccccc5N(C)[C@@H]24)C(O)C31 (stereo partly specified)
 : -0.2	1.5	0.4	0.2	4.2	1.6	-11.8	-9.3	0.7	2.4
> COC(=O)C1=C(c2ccc(OCc3ccccc3)cc2)C[C@@H]2CC[C@H]1N2C(=O)NCc1ccc(F)cc1
 : 24.6	0.7	0.1	-3.0	-36.7	-1.3	7.6	-4.0	0.0	0.1
> CCCCCCN=C(CC)c1c(O)n(CCCC)c(=O)[nH]c1=O
 : -4.7	-3.7	0.9	-3.5	-8.2	-4.3	0.7	-11.1	-0.3	0.2
> CCC1(C(=O)c2ccccc2)C2c3ccccc3OC(=O)C21C(C)=O (stereo unspecified)
 : -8.2	-1.9	-1.8	1.7	.	-6.1	-0.2	-7.4	-3.2	-0.7
> COCOC1CCC2C3CCC4=CC(=O)CCC4=C3C=CC12C (stereo unspecified)
 : 25.5	5.1	4.4	5.0	10.1	3.4	5.4	6.1	-0.1	-3.7
> O=C1CCN(C(=O)CCCn2c(=O)oc3ccccc32)CC1
 : -0.4	-0.7	0.3	3.8	2.9	2.2	4.3	4.2	-1.1	-1.4
> COc1ccc(-c2nn(CCC#N)cc2C(=O)Nc2ccccc2)cc1OC
 : 2.7	-6.2	2.1	-2.0	3.5	-2.4	5.2	-9.6	1.4	2.7
> Cc1cc(N(CCCl)CCCl)ccc1C=NNC(=O)Cc1cc(=O)oc2cc(O)ccc12
 : 7.4	-0.2	-0.7	3.2	0.4	-5.7	-1.5	6.1	0.2	-3.6
> COC(=O)C(O)(c1ccc(NC(=S)NC(=O)c2ccc(Cl)cc2Cl)cc1)C(F)(F)F (stereo unspecified)
 : -38.5	-0.1	0.0	-23.9	-42.4	-2.7	-3.0	-0.2	1.4	-2.1
> C[C@]12CCC3C(CC[C@H]4C[C@@H](O)CC[C@]34C)C1C[C@@H](O)C2=O (stereo partly specified)
 : -4.7	-0.7	-1.5	4.9	.	-4.0	5.5	5.1	1.9	-0.7
> CN(C)C1(CNC(=O)Cc2ccccc2F)CCCCC1
 : 5.5	3.7	-6.2	-1.6	0.2	0.7	1.2	4.3	-0.7	0.5
> Cc1nnc2ccc(-c3cccc(C(F)(F)F)c3)nn12
 : 1.3	0.6	-3.0	3.0	-0.2	-2.8	3.6	-0.3	-1.6	-1.3
> CCOc1ccc(-c2cc(C)[n+](CCO)c(-c3ccc(OCC)cc3)c2)cc1
 : -2.0	-0.3	1.0	-2.9	4.8	2.9	-1.5	13.7	3.0	-0.1
> C[C@]12CCC3C(CC[C@@H]4CC(=O)CC[C@]34C)C1CC[C@@H]2O (stereo partly specified)
 : 11.3	-5.7	3.6	-2.1	-0.6	-1.4	-7.5	-3.2	0.8	4.1
> CS(=O)(=O)c1ccc(C2=C(CNC(=O)c3ccc([N+](=O)[O-])cc3)[C@H]3CC[C@@H](C2)N3CCOc2ccccc2)cc1
 : 11.6	5.2	-0.1	0.0	-3.2	-10.4	6.7	-0.3	-0.8	0.3
> CC(=O)Nc1ccc(OC(=O)N(C)C)cc1
 : -2.9	0.6	-1.1	-2.0	9.9	1.3	2.9	1.9	-0.1	-1.9
> CC(=C1C(=O)c2ccccc2C1=O)N1CCN(CCN=Cc2c(O)n(C)c(=O)n(C)c2=O)CC1
 : 7.8	-3.2	5.0	-3.9	2.2	-4.1	-2.2	-9.0	-1.2	-1.1
> COc1ccc2cc(C(=O)C3CCCN(C4CCOCC4)C3)ccc2c1 (stereo unspecified)
 : 2.1	5.1	-3.4	0.7	12.9	-4.8	-3.8	1.1	-0.2	0.3
> O=C1CC(c2ccccc2)CC(O)=C1C=NCCN1CCN(C(=O)Cc2ccccc2)CC1 (stereo unspecified)
 : 5.2	-1.5	0.2	1.6	-5.4	4.9	7.3	-2.3	-0.5	-0.6
> Cc1nn(Cc2ccccc2Cl)c(Cl)c1C(=O)O
 : 1.2	7.2	-5.0	2.9	9.7	-4.4	0.6	-18.2	-1.1	-1.0
> O=C(c1cc(F)ccc1F)C1CCCN(CCCc2ccccc2)C1 (stereo unspecified)
 : 2.3	-0.4	-1.5	0.6	1.5	7.5	-10.2	4.7	0.9	-1.4
> Cc1ccc(N2C(=O)NC(=O)/C(=C\C=C\c3ccco3)C2=O)cc1C
 : -26.1	29.2*	17.5	-35.7	7.5	-9.3	-19.5	-1.9	-2.7	12.2

Laid out differently: results already given.
molecule | ABHD4 inh | LEDGF integ inh | PRMT1 FP inh | SIAE inh | HTRA1 inh | Tn7 DDE FP | TCR CD3 inh | TDP2 absorb | PG9 binder | UHRF1 MBD2 ctr
CN1CCN(c2ccc([N+](=O)[O-])c3no[n+]([O-])c23)CC1 | -5.5 | 0.7 | 112.0* | -14.0 | -22.7 | 12.9 | 1.1 | 24.6* | -4.3 | -26.8
O=[N+]([O-])c1cnc2ccc3ccccc3c2c1 | 2.8 | -6.4 | 8.4 | 2.5 | 2.5 | -1.9 | 1.1 | -16.2 | -1.6 | -17.2

(continued)
Sequence of screens: ABHD4 inh	LEDGF integ inh	PRMT1 FP inh	SIAE inh	HTRA1 inh	Tn7 DDE FP	TCR CD3 inh	TDP2 absorb	PG9 binder	UHRF1 MBD2 ctr
> Cc1ccsc1C(=O)C1CCCN(Cc2cnc(N)nc2)C1 (stereo unspecified)
 : 2.6	-2.6	0.0	-1.1	1.4	-1.9	-1.6	2.3	1.7	1.8
> Nc1ccc(S(=O)(=O)N2CCCCC2c2cccnc2)cc1 (stereo unspecified)
 : 2.4	0.4	-0.7	1.7	0.1	-0.3	2.0	6.5	-0.3	0.1
> CCOC(=O)c1cccc(C2=C(CNC(=O)c3ccc([N+](=O)[O-])cc3)[C@H]3CC[C@@H](C2)N3Cc2ccccc2)c1
 : 8.4	-6.3	0.5	-1.2	-6.7	-0.6	2.3	-8.2	-1.8	-2.1
> CCCN1CCC2(CC1)NC(CO)(CO)CO2
 : -5.3	1.7	-2.5	4.3	-1.4	5.0	-1.5	9.1	-0.3	-1.8
> Cc1cc(C)cc(NC2=NCCCS2)c1
 : -5.4	-1.2	0.5	1.9	-12.2	4.0	2.0	1.7	1.5	-3.9
> O=c1[nH]c(=S)n(-c2ccc(Br)cc2)c(O)c1C=Nc1ccc(N2CCOCC2)cc1
 : 22.1	1.9	3.7	6.5	22.1	2.9	4.1	-3.4	-3.4	-2.4
> FC(F)(F)c1cccc(NC2=NCCS2)c1
 : -0.3	2.8	-3.4	14.6	0.7	6.1	2.3	10.3	-0.3	1.3
> COC(=O)C12CCc3cc(OC)ccc3C1=CC(=O)C2 (stereo unspecified)
 : 1.1	-3.8	0.2	-4.0	3.6	-3.0	-1.4	-5.2	0.1	0.0
> C[N+](C)(C)Cc1ccccc1
 : -2.3	-1.8	0.1	0.1	5.8	0.7	-0.1	1.7	-2.0	0.1
> COC(=O)C1=C(c2ccc(F)cc2F)C[C@@H]2CC[C@H]1N2C(=O)N1CCCC1
 : 6.0	2.9	-2.6	-2.4	-3.0	2.6	8.0	0.2	0.5	-0.1
> Cc1cc(C(=O)OCC(=O)Nc2ccccc2F)c(C)n1C1CC1
 : 1.2	-0.9	2.2	10.2	-8.2	-5.5	-7.2	-2.7	-1.1	-0.9
> CC1CN(C)C(C)(C)CC1(O)c1ccccc1 (stereo unspecified)
 : 6.6	-0.1	2.1	0.8	2.4	3.9	-4.5	5.7	-1.5	0.6
> Cn1c(O)c(/C=C2\C=Nc3ccc(Br)cc32)c(=O)n(C)c1=O
 : -1.7	-2.1	13.2	-19.1	-6.9	-0.5	-6.1	8.6	-3.0	-1.9
> CC[C@H]1C2C[C@H]3[C@@H]4N(C)c5ccccc5C45C[C@H](C2[C@H]5O)N3[C@@H]1O (stereo partly specified)
 : 4.2	-2.2	6.2	-2.3	7.5	-5.4	-0.4	-1.9	-1.0	0.9
> CC1CN(O)C2CCc3c(no[n+]3[O-])C12O (stereo unspecified)
 : -5.8	-3.5	-2.8	2.7	32.5	-5.5	8.7	4.2	0.3	0.7
> c1ccc2c3c([nH]c2c1)CNCC3
 : -8.9	4.8	-0.7	-1.8	1.1	6.3	-2.1	-9.6	-1.7	0.3
> COC(=O)C1=C(c2cccc(OC)c2OC)C[C@@H]2CC[C@H]1N2C(=O)NCCCOC(C)C
 : 2.3	-0.2	0.1	-2.1	14.1	-0.2	-2.3	5.9	0.0	2.3

Source: PubChem
